Bioassay records deposited in PubChem BioAssay by several laboratories.
BaF3 tox: parental Ba/F3 viability inhibition as JAK2V617F counter-screen; CellTiter-Glo ATP luminescence; inhibition, % at 5.6 µM; 220,000 compounds, 1.1% hits; AID 1486;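 active = inhibition above a per-campaign cutoff, the mean inhibition of all tested compounds plus 3 SD, cut at about 27% in these data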;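 also: 0% = DMSO wells and 100% = JAK Inhibitor I control wells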
EP2 mod: EP2 receptor (human) modulation; P43116; EP2-expressing cells, cAMP HTRF FRET, PGE2 co-stimulation; induction, % at 25 µM; 260,000 compounds, 0.83% hits; AID 940;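 active = compounds whose cAMP rise, as percent of the full-agonist control response, exceeds 60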;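 also: rat C6 glioma line stably carrying human EP2 under a CMV promoter; the protocol text gives 20 µM as final concentration; 100% = response of wells given 1 µM PGE2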
Target sequence (P43116 whole entry, looked up): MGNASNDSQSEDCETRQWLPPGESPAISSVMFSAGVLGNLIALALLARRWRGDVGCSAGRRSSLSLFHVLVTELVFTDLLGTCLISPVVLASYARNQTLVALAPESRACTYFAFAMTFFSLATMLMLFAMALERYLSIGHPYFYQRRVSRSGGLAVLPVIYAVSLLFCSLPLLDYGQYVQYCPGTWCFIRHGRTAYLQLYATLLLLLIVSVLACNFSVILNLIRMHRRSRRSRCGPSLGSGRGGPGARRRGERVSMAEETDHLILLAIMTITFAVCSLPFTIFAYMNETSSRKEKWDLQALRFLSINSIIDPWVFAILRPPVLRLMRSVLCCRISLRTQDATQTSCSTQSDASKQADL
S1P4 antagonist: human S1P4 receptor antagonism. O95977. S1P4-expressing cells, antagonist mode, reporter read-out. inhibition, % at 4.98 µM. 220,000 compounds, 0.26% hits. AID 1510; in the data active = inhibition above about 29%;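 also: 0% = wells stimulated with agonist and 100% = vehicle wells without agonist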
TRPN1 ag: zebrafish TRPN1 (NompC) channel agonism. HEK293 zebrafish TRPN1-YFP, Fluo-8 calcium fluorescence; 100% = response to 87 µM carbachol. activation, % at 3 µM. 220,000 compounds, 0.18% hits. AID 1424;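 active = activation above its plate's cutoff, the mean activation of test wells on that plate plus 3 SD, cut at about 19% in these data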;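 also: 0% = DMSO alone and 100% = 87 µM carbachol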
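Material: zebrafish TRPN1-YFP in HEK293 cells; Doses: single test compound dose, 3 µM nominal, 0.3% DMSO; Timing: dye loading 1 h at 37 °C, then 30 min room temperature; Technique: intracellular calcium fluorescence with Fluo-8; Benchmarks: high carbachol 87 µM, low DMSO alone.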
Ba/F3 V617F tox: lowers viability of Ba/F3 cells expressing EpoR and JAK2V617F; AID 1446; 220,000 compounds, 1.1% hits; ATP luminescence; inhibition, % at 5.6 µM;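 active = inhibition above the campaign mean plus 3 SD over all tested compounds, cut at about 24% in these data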;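 also: cytokine-independent growth of Ba/F3 cells driven by EpoR plus mutant JAK2; 0% = DMSO-treated cells and 100% = JAK inhibitor I control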
Calpain2 inh: blocks pig calpain II enzyme activity; 220,000 compounds, 0.37% hits; purified calpain II, fluorogenic peptide substrate, 30 min; inhibition, % at 16 µM;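 active = inhibition above about 50%, limit read from the data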
PERK inh: human PERK inhibition, primary cell-based screen | CHO PERK-DD fusion, SEAP luminescence translation reporter | 220,000 compounds, 0.17% hits | inhibition, % at 5.6 µM | Q9NZJ5 | AID 1416;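 active = inhibition above the mean inhibition of all tested compounds plus 3 SD, set separately per screening campaign, cut at about 2.9% in these data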;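 also: PERK kinase domain activated by AP20187 dimerizer at 100 nM; 0% = DMSO with dimerizer and 100% = rapamycin at 8.4 µM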
TRPML3 agonist: human mucolipin-3 channel agonism | activation, % at 3 µM | 220,000 compounds, 0.29% hits | HEK293 TRPML3-YFP, Fluo-8 calcium fluorescence; 100% = the carbachol control signal | Q8TDD5 | AID 1448;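 active = activation above its plate's cutoff, the mean activation of the plate's test wells plus 3 SD, cut at about 12% in these data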;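 also: 0% = DMSO only wells and 100% = carbachol wells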
Target sequence (Q8TDD5 whole entry, looked up): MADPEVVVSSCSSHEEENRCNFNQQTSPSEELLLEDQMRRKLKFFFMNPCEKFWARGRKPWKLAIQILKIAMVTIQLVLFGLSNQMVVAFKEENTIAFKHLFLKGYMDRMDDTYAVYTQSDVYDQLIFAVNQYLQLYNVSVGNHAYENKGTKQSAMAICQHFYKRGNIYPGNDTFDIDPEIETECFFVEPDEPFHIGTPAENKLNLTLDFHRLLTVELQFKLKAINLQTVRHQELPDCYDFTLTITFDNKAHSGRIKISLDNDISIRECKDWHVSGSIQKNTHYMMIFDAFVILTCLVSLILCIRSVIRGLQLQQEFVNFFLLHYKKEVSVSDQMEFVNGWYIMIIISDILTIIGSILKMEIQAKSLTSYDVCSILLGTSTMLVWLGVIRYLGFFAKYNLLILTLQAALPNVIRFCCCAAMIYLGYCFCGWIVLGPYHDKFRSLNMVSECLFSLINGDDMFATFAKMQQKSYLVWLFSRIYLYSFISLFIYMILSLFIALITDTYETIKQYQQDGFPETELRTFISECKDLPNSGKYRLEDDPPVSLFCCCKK
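system = HEK293 cells stably carrying human TRPML3-YFP | doses = one concentration, 3 µM nominal, 0.3% DMSO | timing = dye loading 1 h 37 °C then 30 min ambient, 125 s read | detection = Fluo-8 calcium dye fluorescence, ex 470-495, em 515-575 nm | benchmarks = high control carbachol 87 µM, low control DMSO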
S1P4 ag: agonists of human S1P4 receptor; O95977; S1P4-expressing cell line, agonist reporter assay; activation, % at 4.98 µM; 220,000 compounds, 0.35% hits; in the data active = activation above about 11%;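 also: 0% = DMSO vehicle and 100% = reference agonist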
An asterisk follows results filed as active; i = inactive; x = no result given; & = joins results of further samples.

SMILES | BaF3 tox | EP2 mod | S1P4 antagonist | TRPN1 ag | Ba/F3 V617F tox | Calpain2 inh | PERK inh | TRPML3 agonist | S1P4 ag
NNC(=S)Nc1cccc(-c2n[nH]c(=S)o2)c1 | 5 | 23 | -12 | -1.1 | -2 | -28 | 0.7 | -0.7 | 2.0
Oc1c(C=Nc2cccc3cccnc23)sc2ccccc12 | 4 | 14 | -3 | 12 | 2 | -26 | 0.7 | 8.9 | -2.0
COC(=O)c1ccc(Cl)c(-c2ccc(/C=N/NC(=O)Nc3ccccc3)o2)c1 | 4 | 38 | 1 | 0.7 | 1 | -407 | -1.1 | -0.1 | 1.4
CC1CN(Cc2nc3ccccc3c(=O)[nH]2)CC(C)O1 (configuration not stated) | 7 | 10 | -9 | -1.0 | 0 | -21 | 1.4 | 1.0 | 2.1
Oc1c(N=NC(=S)Nc2ccccc2F)c2ccccc2n1Cc1ccc(Cl)cc1 | 6 | 15 | -8 | 0.4 | 1 | -40 | 0.0 | 1.1 | 2.7
O=C1c2cccnc2C(=O)N1Cc1ccc2c(c1)OCO2 | 3 | 29 | -6 | 0.1 | -1 | -29 | 0.7 | -0.2 | -0.6
Cc1ccc(OCC(=O)NCc2cccs2)c([N+](=O)[O-])n1 | -2 | 28 | 8 | -0.5 | 1 | 5 | 0.6 | 0.5 | -1.4
Cc1ccc(O)c(N=Nc2ccc(S(=O)(=O)N3CCOCC3)cc2)c1 | 8 | -27 | -4 | -0.8 | 1 | -9 | -0.1 | -0.5 | 0.0
C/C(CC(=O)Nc1cccc(Cl)c1Cl)=N\NC(=O)c1ccccc1Br | 14 | -23 | 10 | -0.7 | -2 | 26 | 1.5 | -0.5 | -0.8
Cc1cnc(NC(=O)CSc2nnc(-c3ccc(Cl)cc3Cl)n2N)s1 | 4 | 13 | 23 | 0.1 | -4 | -1 | 0.4 | -0.3 | -0.5
Cn1c(CCN2CCN(c3ccccc3)CC2)nc2cc(NC(=O)c3ccco3)ccc21 | 0 | -42 | 10 | -0.1 | -2 | -12 | -1.4 | 1.0 | -3.7
Cc1ccccc1C(=O)c1cccn1CC(=O)NCCN1CCN(c2cccc(C)c2C)CC1 | 8 | 58 | -23 | -0.7 | 10 | -41 | -1.6 | -0.3 | -1.2
CC(Oc1ccc(Cl)cc1)c1ccc(C#N)c(=O)[nH]1 (configuration not stated) | 2 | 20 | 10 | 0.4 | -4 | -28 | 1.6 | 0.0 | 1.1
Cc1cc(NS(=O)(=O)c2ccc(NC(=O)Nc3ccc4c(c3)OCO4)cc2)no1 | 4 | 32 | -2 | 0.4 | 1 | -33 | 0.1 | 0.6 | 0.3
COc1ccc(S(=O)(=O)NCCc2ccc(F)cc2)cc1 | 4 | -7 | 5 | -1.1 | -4 | -34 | 1.6 | -0.9 | 1.0
Cn1c(=O)[nH]c(=O)c2c1nc(N1CCCCC1)n2CC(O)CN1CCCCC1 (configuration not stated) | 5 | 6 | -5 | 2.3 | 6 | -3 | 1.6 | 0.2 | 0.4
Cc1nc(N)nc(-c2ccccc2O)n1 | 1 | -15 | -12 | -1.2 | -4 | 5 | -0.1 | 0.7 | 0.8
Cc1onc(-c2ccccc2)c1C1=N/C(=C\c2ccccc2F)C(=O)O1 | 7 | 13 | -10 | 0.3 | -1 | -11 | 0.3 | 0.9 | 1.0
CCCCn1c(-c2sccc2C)n[nH]c1=S | 4 | 31 | -16 | -1.2 | -1 | -17 | -0.5 | -0.7 | 1.0
O=C(O)CCC(=O)Nc1ccccc1C(=O)N1CCN(c2ccc(Cl)cc2)CC1 | 5 | 18 | 6 | 1.0 | -1 | -16 | 0.2 | 1.4 | 122*
Cc1c2c(nc3nc4ccccc4n13)CC(C)(C)CC2=O | 5 | -13 | 9 | 0.1 | 2 | 3 | -0.4 | -0.7 | -2.5
O=C(NCCN1CCOCC1)c1ccccc1[N+](=O)[O-] | 15 | 6 | 4 | 1.7 | 6 | -15 | 0.1 | 0.9 | -2.2
COc1cccc(NC(=O)c2ccn(C)n2)c1 | -3 | -2 | -6 | -0.5 | -2 | -7 | -0.1 | 0.9 | -0.2
COc1ccc(CCNC(=O)COc2ncnc3cc([N+](=O)[O-])ccc23)cc1 | 8 | 3 | -8 | 1.3 | 1 | 1 | 0.1 | 0.8 | 0.8
COc1ccc(Cn2c(N)c(S(=O)(=O)c3cccs3)c3nc4ccccc4nc32)cc1 | 3 | -35 | -37 | 0.0 | 1 | -410 | -0.9 | 0.8 | 1.0
Later entries:
SMILES | BaF3 tox | EP2 mod | S1P4 antagonist | TRPN1 ag | Ba/F3 V617F tox | Calpain2 inh | PERK inh | TRPML3 agonist | S1P4 ag
CCN1C(=O)CC(N2CCC(C(=O)N3CCCCCC3)CC2)C1=O (configuration not stated) | 4 | -11 | -10 | 0.8 | -3 | 29 | 1.9 | 1.3 | -0.8
Cc1occc1C(=O)NNC(=O)NC12CC3CC(CC(C3)C1)C2 | -1 | 37 | 9 | 1.1 | -1 | -18 | 1.1 | 0.2 | 0.1
Cc1[nH]n(-c2ccc(Cl)cc2)c(=O)c1C=NC12CN3CN(CN(C3)C1)C2 | 10 | -45 | -16 | -1.7 | 3 | 15 | 0.9 | 0.5 | 0.0
CCOC(=O)C(=O)NNc1ccccc1C | 3 | 33 | -5 | 2.2 | 2 | 8 | 0.3 | 0.7 | 1.5
CCCCN(C)C(=O)CCC(=O)Nc1ccc2nc(N3CCOCC3)cc(C)c2c1 | 3 | 20 | -16 | 1.1 | 5 | -301 | -0.7 | 0.0 | -1.5
Oc1ccc(C(=S)N2CCN(c3cccc(Cl)c3)CC2)cc1 | 4 | -51 | -16 | 1.0 | 4 | 32 | -0.6 | -0.4 | 0.5
CCOC(=O)N1CCN(c2c(N3CCOCC3)c(=O)c2=O)CC1 | 1 | 33 | -14 | 1.4 | 2 | -29 | -0.6 | 0.3 | 1.4
C/C(=N\OCC(=O)N/N=C/c1ccc(C)cc1O)c1cccs1 | -3 | -41 | -11 | -1.3 | 1 | -19 | 0.9 | 0.6 | 0.1
O=C(CSc1n[nH]c(-c2ccc(Cl)cc2Cl)n1)Nc1ccccn1 | 6 | -22 | -9 | -1.1 | 0 | 22 | 1.5 | -0.6 | -2.2
CC1CCN(CCC(=O)Nc2ccc(Br)cc2)CC1 | 5 | x | -6 | 2.8 | -1 | x | 0.2 | 1.1 | -0.1
O=C(CN1CCN(c2ccccc2F)CC1)c1c[nH]c2ccc(F)cc12 | 6 | -31 | -10 | 0.8 | 5 | -18 | -0.7 | 1.5 | 0.0
O=C1CC(NNc2ccccc2)C(=O)N1c1ccccc1 (configuration not stated) | 4 | 11 | -24 | 1.3 | 1 | 11 | -0.2 | 0.1 | 0.5
COc1cc(OC)cc(C(=O)NNC(=O)c2ccc(S(=O)(=O)N(C)c3ccccc3OC)cc2)c1 | -3 | -29 | -11 | 1.6 | 8 | 15 | -0.9 | 2.3 | -0.9
Cc1cccc(Nc2ncnc3ccccc23)c1 | 0 | -7 | -3 | 0.1 | -1 | 0 | -0.6 | 0.0 | -0.3
COc1ccccc1NC(=O)CCCc1c[nH]c2ccccc12 | 1 | -25 | 6 | 0.2 | -2 | -13 | -0.5 | -0.8 | 0.4
Cc1ccc(C2(O)CN(c3ccccc3C)C3=[N+]2CCS3)cc1 (configuration not stated) | 8 | 53 | -1 | 0.7 | -3 | 13 | -0.2 | 0.7 | 0.0
CCC1CCCCN1C(=O)c1cc(-c2ccc(Cl)c(Cl)c2)on1 (configuration not stated) | 4 | 3 | -4 | -0.9 | 1 | 45 | -0.9 | 0.1 | 0.7
O=c1cc(C(F)(F)F)c2sc(N3CCCCC3)nc2[nH]1 | 1 | 36 | 1 | -0.7 | -4 | i | 1.3 | -0.3 | 1.2
CC(C)CCn1c(Br)nc2c1c(=O)n(CC(N)=O)c(=O)n2C | -2 | 14 | -16 | 1.7 | -4 | -27 | 0.5 | 0.8 | 0.3
CCOC(=O)c1cnc(SCC(=O)N2CCN(C(=O)c3ccco3)CC2)nc1N | 3 | 22 | -8 | 0.1 | -2 | -3 | -0.4 | -0.1 | 1.6
CSc1ccccc1C(=O)N1CCc2ccccc2C1 | -3 | -25 | -6 | -0.7 | -4 | 39 | 0.1 | 0.5 | 0.5
CC(C)(C)c1ccc(CNC(=O)c2ccc3c(c2)NC(=O)CO3)cc1 | 8 | -61 | 0 | -0.7 | 3 | -5 | 0.2 | 0.2 | 0.2
COCCCNC(=S)Nc1cccc(SC)c1 | 2 | -6 | 6 | 0.3 | -4 | 15 | 0.9 | 0.5 | -0.4
O=C(Cn1nc(C(F)F)cc1C(F)F)NNC(=S)Nc1ccc(F)cc1 | 5 | 12 | -34 | -0.2 | 1 | 11 | 0.7 | -0.2 | -1.6
O=C(NCC1CCCO1)C1c2ccccc2C(=O)N1C1CCCCCCC1 (configuration not stated) | 3 | 44 | 4 | -1.0 | -1 | -10 | -1.7 | -0.7 | 0.9

4 of the compounds above, with tabs.
Structure	BaF3 tox	EP2 mod	S1P4 antagonist	TRPN1 ag	Ba/F3 V617F tox	Calpain2 inh	PERK inh	TRPML3 agonist	S1P4 ag
O=C(NCC1CCCO1)C1c2ccccc2C(=O)N1C1CCCCCCC1 (configuration not stated)	3	44	4	-1.0	-1	-10	-1.7	-0.7	0.9
CCC1CCCCN1C(=O)c1cc(-c2ccc(Cl)c(Cl)c2)on1 (configuration not stated)	4	3	-4	-0.9	1	45	-0.9	0.1	0.7
O=c1cc(C(F)(F)F)c2sc(N3CCCCC3)nc2[nH]1	1	36	1	-0.7	-4	i	1.3	-0.3	1.2
CC(C)CCn1c(Br)nc2c1c(=O)n(CC(N)=O)c(=O)n2C	-2	14	-16	1.7	-4	-27	0.5	0.8	0.3

Continued.
SMILES | BaF3 tox | EP2 mod | S1P4 antagonist | TRPN1 ag | Ba/F3 V617F tox | Calpain2 inh | PERK inh | TRPML3 agonist | S1P4 ag
C=CCn1c(O)c(N=Nc2ccccc2C)c2ccccc21 | 6 | 31 | -8 | -0.7 | 3 | -116 | 1.2 | 0.5 | 2.7
Cc1nnc(-c2ccc(Oc3ccc(Br)cc3)c([N+](=O)[O-])c2)o1 | 7 | -41 | -17 | -1.0 | 0 | -5 | 0.9 | 0.2 | 1.7
O=C(NNc1nc2ccccc2s1)C1CC1 | 6 | 15 | 9 | -0.7 | -1 | 24 | 3.6* | 0.9 | 0.3
CC(Sc1ccsc1[N+](=O)[O-])C(=O)NCCc1ccc(Cl)cc1 (configuration not stated) | 2 | -11 | -2 | -1.6 | 0 | -17 | 0.1 | -0.3 | 0.1
CCC(C)[C@H](NC(=O)Nc1ccc(C)cc1C)C(=O)O (some centres not stated) | -2 | 9 | 6 | 0.1 | -3 | -16 | 1.4 | 0.4 | -0.1
Cc1cccc(N(C)C(=S)Oc2ccc3ccccc3c2)c1 | 6 | 14&14 | -5 | -1.3 | -1 | 26 | -1.1 | 0.6 | 0.9
COc1nc(N(c2ccccc2)c2ccccc2)nc(-n2ccnc2)n1 | 3 | -85 | -1 | 4.4 | 1 | 18 | -1.5 | 3.5 | 0.9
CCC(C)(C)NC(=O)C(c1cccc(OC)c1)N(C(=O)c1ccn[nH]1)c1cccc(OC)c1 (configuration not stated) | 2 | 16 | -5 | -0.2 | -3 | -19 | -0.4 | 0.1 | -1.4
Cc1ccc(F)cc1NC(=O)CCC(=O)c1cccs1 | 5 | -7 | 19 | 0.1 | 4 | -7 | -0.3 | 0.4 | 4.0
